# ASAP1 GAP inh – inhibitors of human ASAP1 ArfGAP activity; 0.19% of 360,000 active; AID 624377; ASAP1-stimulated ARF1 GTP hydrolysis, GDP FP detection; Q9ULH1; inhibition, % at 16.5 µM; in the data active means inhibition above about 25%;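 further: 0% = vehicle with enzyme and substrate and 100% = no enzyme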
# Tn7 DDE FP – disrupts Tn7 cyclic peptide binding to fibrin D-Dimer-E complex; inhibition, % at 8.3 µM; 0.13% of 370,000 active; P02675; FP displacement of FITC-Tn7 peptide from fibrin DD(E); 0% = median of compound wells per plate;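 active means inhibition above the mean of compounds falling within the control limits plus 3 SD of them, cut at about 14% in these data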;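 further: 0% = plate median of compound wells and 100% = 10 µM Aha-Tn7 peptide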
# Target sequence (P02675 whole entry, looked up): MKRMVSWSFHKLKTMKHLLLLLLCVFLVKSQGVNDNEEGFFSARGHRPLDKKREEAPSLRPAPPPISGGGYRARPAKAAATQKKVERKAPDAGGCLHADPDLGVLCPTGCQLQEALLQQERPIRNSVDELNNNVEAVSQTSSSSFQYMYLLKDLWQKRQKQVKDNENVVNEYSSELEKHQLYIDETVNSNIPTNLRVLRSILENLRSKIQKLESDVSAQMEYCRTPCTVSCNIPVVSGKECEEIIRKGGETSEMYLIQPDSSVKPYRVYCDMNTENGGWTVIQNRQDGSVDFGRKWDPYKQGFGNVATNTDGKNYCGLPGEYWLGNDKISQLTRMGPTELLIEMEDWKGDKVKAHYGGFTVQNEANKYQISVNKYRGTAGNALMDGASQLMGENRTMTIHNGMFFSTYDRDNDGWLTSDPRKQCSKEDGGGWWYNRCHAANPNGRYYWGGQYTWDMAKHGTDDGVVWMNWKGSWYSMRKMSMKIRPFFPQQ
#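 Measure: % inhibition scaled between sample-field median and high-control FP; Test system: human fibrin DD(E); Quantity: 2 µM final DD(E) protein; Doses: one dose, 8.3 µM nominal; Schedule: compound with protein 10 min, then 3 h after probe, room temperature; Detection: fluorescence polarization; Medium: Tris buffer with calcium and detergent, pH 7.8.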
# PLC-gamma1 inh – PLC-gamma1 (human) inhibition, primary screen | 0.84% of 370,000 active | purified PLC-gamma1, fluorogenic substrate, fluorescence | inhibition, % at 12.2 µM | P19174 | AID 720700; in the data active means inhibition above about 9.5%
# TDP2 inh – TDP2 (human) inhibition, absorbance primary screen; 0.34% of 370,000 active; inhibition, % at 12.8 µM; recombinant TDP2, T5PNP hydrolysis, p-nitrophenol absorbance 415 nm; AID 720702;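 active means inhibition above the mean of all tested compounds plus 3 SD, set per campaign, cut at about 25% in these data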;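 further: 0% = DMSO with enzyme and 100% = buffer with substrate but no TDP2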
#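 System – recombinant human TDP2 · Quantity – TDP2 enzyme at 120 nM final · Doses – single concentration, 12.8 µM nominal, with 1% DMSO · Incubation – 2 h at 37 °C · Measured by – epi absorbance of p-nitrophenol freed from T5PNP by hydrolysis · Read-out – % inhibition relative to enzyme-containing and enzyme-free wells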
# Tn6 DDE FP – DD(E)-Tn6 binding inhibition, primary FP screen | P02675 | 0.21% of 370,000 active | Fibrin DD(E) TRITC-Tn6 fluorescence polarization displacement | AID 720509 | inhibition, % at 8.3 µM;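 active means inhibition above a per-campaign cutoff: mean of compounds within control limits plus 3 SD, cut at about 15% in these data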;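 further: 0% = median of all compound wells on the plate and 100% = blocking peptide control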
# ADAM10 inh – ADAM10 inhibition, QFRET primary screen | O14672 | recombinant ADAM10, EDANS/DABCYL FRET peptide cleavage, 3 h | inhibition, % at 7 µM | 0.62% of 370,000 active | AID 720582;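 active means inhibition above a per-campaign cutoff equal to the mean of compounds falling between control-based bounds plus 3 SD, cut at about 20% in these data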;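 further: 0% = DMSO wells while the 100% control is not disclosed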
# Target sequence (O14672 214-748 limits assumed): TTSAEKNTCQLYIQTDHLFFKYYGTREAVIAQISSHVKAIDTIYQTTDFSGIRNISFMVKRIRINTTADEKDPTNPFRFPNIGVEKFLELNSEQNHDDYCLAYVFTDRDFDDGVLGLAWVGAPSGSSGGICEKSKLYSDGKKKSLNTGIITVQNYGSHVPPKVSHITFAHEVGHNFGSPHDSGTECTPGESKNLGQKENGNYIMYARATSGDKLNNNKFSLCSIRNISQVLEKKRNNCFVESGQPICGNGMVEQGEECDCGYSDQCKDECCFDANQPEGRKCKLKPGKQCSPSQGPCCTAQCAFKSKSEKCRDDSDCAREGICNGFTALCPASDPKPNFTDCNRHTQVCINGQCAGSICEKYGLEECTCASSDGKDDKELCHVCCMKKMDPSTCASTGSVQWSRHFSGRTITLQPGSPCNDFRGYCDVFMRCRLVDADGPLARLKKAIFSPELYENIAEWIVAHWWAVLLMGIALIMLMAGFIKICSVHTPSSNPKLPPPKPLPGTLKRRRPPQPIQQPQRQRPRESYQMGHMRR
# ADAM17 inh – inhibitors of human ADAM17; inhibition, % at 6.95 µM; 0.83% of 370,000 active; P78536; recombinant ADAM17, EDANS/DABCYL FRET peptide cleavage;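 active means inhibition above the mean of compounds lying between control limits plus 3 SD, set per campaign, cut at about 8.5% in these data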;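 further: 0% = DMSO-only wells as the low control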
# LEDGF integ inh – blocks HIV-1 LEDGF/p75-dependent DNA integration | inhibition, % at 3.7 µM | 0.64% of 370,000 active | TR-FRET IN-LEDGF/p75 DNA integration, Eu/Cy5 | AID 743269;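 active means inhibition above the screen-wide mean plus 3 SD, cut at about 13% in these data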;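 further: signal is the Cy5 over europium emission ratio at 671 and 618 nm; 0% = plate median of compound wells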
# ARFGAP1 inh – rat ARFGAP1 inhibition | Arfgap1-stimulated ARF1 GTP hydrolysis, GDP FP detection | 0.26% of 360,000 active | inhibition, % at 16.5 µM;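 active means inhibition above a per-plate limit, mean inhibition of low control wells plus 3 SD, cut at about 25% in these data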;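 further: 0% = DMSO wells with enzyme and 100% = wells lacking Arfgap1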
#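 material = rat Arfgap1 catalytic domain, aa 1-136 | also added = human ARF1(Δ1-17)-GTP substrate | compound dosing = one concentration, 16.5 µM, DMSO 1.26% | times = GTP hydrolysis reaction 2 h at 25 °C | measured by = FP, GDP Alexa 633 tracer displaced from anti-GDP antibody, 620/688 nm | evaluation = percent inhibition of Arfgap1-stimulated GTP hydrolysis | replication = single well per compound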
# proKLK7 act – activates the human kallikrein-7 zymogen; P49862; purified proKLK7, EDANS-DABCYL substrate fluorescence; 100% is mature enzyme control, 0% vehicle; activation, % at 7 µM; 0.9% of 370,000 active; AID 652039;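 active means activation above the mean of all tested compounds plus 3 SD, computed per campaign excluding outliers beyond control limits, cut at about 13% in these data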
# Active calls of the source: *.
SMILES,ASAP1 GAP inh,Tn7 DDE FP,PLC-gamma1 inh,TDP2 inh,Tn6 DDE FP,ADAM10 inh,ADAM17 inh,LEDGF integ inh,ARFGAP1 inh,proKLK7 act
CCCCN(C(=O)/C=C/c1ccccc1)C1CCS(=O)(=O)C1 (centres undefined),-3,2,3,-10,-5,-10,3,-4,-2,-0.5
COc1ccc(CN(C(=O)c2cc3ccccc3oc2=O)C2CCS(=O)(=O)C2)cc1 (centres undefined),5,0,0,21,-2,-4,0,0,3,0.2
C[C@H](CO)N1C[C@H](C)[C@@H](CN(C)C(=O)Nc2ccc(C(F)(F)F)cc2)Oc2c(NC(=O)Nc3ccc4c(c3)OCO4)cccc2C1=O,17,6,-3,5,0,12,2,-1,3,1.3
O=c1c2ccccc2nnn1CSc1nnc(Nc2ccccc2)s1,5,-2,2,-8,9,8,-1,1,-5,-0.9
COc1ccc(Cl)cc1NC(=O)CSc1nnc(COc2ccccc2)n1C,-9,-2,1,-9,1,1,-2,-4,15,-0.1
COc1ccc(CCN(Cc2nc3ccccc3c(=O)[nH]2)C(=O)C2CC2)cc1,-10,0,2,-3,2,7,0,2,0,-0.2
O=C(c1ccco1)c1cc2c(ccc3ccccc32)oc1=O,1,-4,-60,9,1,-214,-52,1,-11,2.4
CCOc1cc(C)c(S(=O)(=O)N2CCCC2)cc1C,4,-2,7,6,0,-3,-1,1,5,0.1
COc1ccc(S(=O)(=O)N(C)CC(=O)NCc2ccco2)cc1OC,6,6,1,-4,1,9,0,-3,-6,0.4
Cc1ccc2cc(CCNC(=O)c3cccs3)c(=O)[nH]c2c1C,-3,-1,1,3,5,-22,-3,-5,0,-0.4

# Three compounds already listed, sorted by the number in LEDGF integ inh, falling.
SMILES,ASAP1 GAP inh,Tn7 DDE FP,PLC-gamma1 inh,TDP2 inh,Tn6 DDE FP,ADAM10 inh,ADAM17 inh,LEDGF integ inh,ARFGAP1 inh,proKLK7 act
O=c1c2ccccc2nnn1CSc1nnc(Nc2ccccc2)s1,5,-2,2,-8,9,8,-1,1,-5,-0.9
COc1ccc(Cl)cc1NC(=O)CSc1nnc(COc2ccccc2)n1C,-9,-2,1,-9,1,1,-2,-4,15,-0.1
Cc1ccc2cc(CCNC(=O)c3cccs3)c(=O)[nH]c2c1C,-3,-1,1,3,5,-22,-3,-5,0,-0.4

# More results
SMILES,ASAP1 GAP inh,Tn7 DDE FP,PLC-gamma1 inh,TDP2 inh,Tn6 DDE FP,ADAM10 inh,ADAM17 inh,LEDGF integ inh,ARFGAP1 inh,proKLK7 act
CC(C)C[C@@H](COCc1ccc(C(F)(F)F)cc1)N1CCN(C(=O)c2ccc(C(F)(F)F)cc2)CCC1=O,21,4,0,-3,5,16,7,-4,0,-0.7
CSCC(CO)NS(=O)(=O)c1ccc(C)cc1 (centres undefined),-8,2,0,-3,-4,-3,-4,-3,10,0.4
Cc1ccc(S(=O)(=O)N2CCCCC2)cc1NC(=O)CN1C(=O)CN(C)C1=O,3,-4,-3,4,5,-12,2,2,-4,-0.2
CCc1c(C)nc(N)n2c(SCC(=O)N3CCCc4ccccc43)nnc12,4,-1,5,-12,6,5,2,6,-13,0.0
c1ccc(CN2CCN(c3ncccn3)CC2)cc1,1,-3,-2,-2,-11,-5,-1,-5,2,-0.3
Cc1csc(=O)n1CCC(=O)OCC(=O)Nc1cccc(C#N)c1,3,-1,2,2,7,-9,-4,-4,7,0.1
CCC(c1nnnn1CCc1ccccc1)N(Cc1ccco1)Cc1cc2cc(C)cc(C)c2[nH]c1=O (centres undefined),-9,6,-8,-1,-1,5,2,0,-1,-0.3
Cc1ccc(C2NC(c3ccc(C)cc3)C(C)C(=NO)C2C)cc1 (centres undefined),2,6,1,2,6,7,2,-4,-3,0.5
Cc1ccc(-n2ncc3c(NCc4ccc5c(c4)OCO5)ncnc32)c(C)c1,-1,0,-19,-13,0,4,4,2,19,0.3
CCCSC(=S)NC1CCS(=O)(=O)C1 (centres undefined),3,-2,6,-8,-3,6,0,2,-4,-0.9
CCC(C)(C)C1CCC(=NNc2nc3ccccc3[nH]2)CC1 (centres undefined),2,4,-9,2,-2,3,-3,-2,8,0.6
Cc1cc(C)cc(NC(=O)c2ccc(NC(=O)C3C4CC5OC(=O)C3C5C4)cc2)c1 (centres undefined),1,0,-2,-4,9,6,-2,0,5,0.4
CC(=O)n1c(C=Nc2ccc(Cl)cc2)c(O)c2ccccc21,-12,0,-120,18,2,-290,-78,4,3,-9.9
O=C(c1ccccc1)c1ccc(OCC(O)CNC2CCCc3ccccc32)cc1 (centres undefined),-9,5,6,-6,0,-2,-5,3,-10,-0.2
CCCCCC(=O)NN1C(=S)N(c2ccc(OC)cc2)C(=O)C1CC(=O)Nc1ccccc1 (centres undefined),-1,4,2,-6,-3,-6,-4,-1,3,0.7
Cc1ccc(C2C(C#N)=C(N)Oc3n[nH]c(-c4cccs4)c32)s1 (centres undefined),-1,-6,5,34*,2,10,0,6,-2,0.2
CCNC(=O)CN1C(=O)NC2(CCCc3cc(OC)ccc32)C1=O (centres undefined),5,2,1,0,2,5,0,-1,3,0.1
CC(C)C1C(=O)N(Cc2cn(Cc3ccco3)nn2)CCS(=O)(=O)N1Cc1ccc(-c2ccc(Cl)c(Cl)c2)cc1 (centres undefined),-10,0,-2,-6,-10,3,6,-3,23,-0.9
Cc1cccc2cc3cccc(C)c3nc12,-3,4,-2,-3,5,-4,-7,-2,-5,-1.7
C=CCOc1ccccc1CN1CCN(CCc2ccccc2)C(CCO)C1 (centres undefined),-13,4,0,-10,3,-8,-1,-3,9,0.2
Cc1ccc(/C=C/C(=O)O)cc1S(=O)(=O)Nc1ccc(C(=O)O)cc1,-15,-2,5,-19,-7,10,1,4,-9,-0.9
CCN1C(=O)[C@H]2[C@@H](c3ccc(SC4CCCCC4)cc3)N[C@@](CC(C)C)(C(=O)OC)[C@H]2C1=O,10,2,1,-4,6,-4,-5,-1,4,0.1
Cc1c(NC(=O)CSc2ccc3ccccc3n2)c(=O)n(-c2ccccc2)n1C,-1,-2,2,7,0,-13,-4,-1,10,0.3
CCOC(=O)c1ccc(-n2c(CN3CCC(C(N)=O)CC3)nc3ccc([N+](=O)[O-])cc3c2=O)cc1,-1,8,-2,9,-8,3,0,0,19,-0.7
COCCNCCCOc1ccc(C(C)(C)c2ccccc2)cc1,-9,-3,1,-10,-3,-11,-4,-1,3,0.6
COCCNC(=O)C1CC(c2ccccc2[N+](=O)[O-])=NO1 (centres undefined),-13,1,2,4,0,-5,-1,3,3,0.2
CCCCNC(=O)/C=C1\Sc2ccccc2NC1=O,11,6,-40,3,-5,-7,-2,2,-7,0.8
O=C(CCCN1C(=O)NC2(CCCC2)C1=O)Nc1ccc(F)cc1,-5,3,2,2,3,-3,-2,3,9,-0.1
CCN(CC)S(=O)(=O)c1ccc(N/N=C/c2ccccc2OCC(=O)O)c([N+](=O)[O-])c1,1,-8,6,-11,9,-3,-3,-1,8,0.1
CCc1cc2c(=O)[nH]c(-c3ccncc3)nc2s1,-15,-4,-308,-10,5,-156,-48,-4,-3,-8.8

# Molecules listed so far that have an NH in an aromatic ring, in the order listed:
SMILES,ASAP1 GAP inh,Tn7 DDE FP,PLC-gamma1 inh,TDP2 inh,Tn6 DDE FP,ADAM10 inh,ADAM17 inh,LEDGF integ inh,ARFGAP1 inh,proKLK7 act
COc1ccc(CCN(Cc2nc3ccccc3c(=O)[nH]2)C(=O)C2CC2)cc1,-10,0,2,-3,2,7,0,2,0,-0.2
Cc1ccc2cc(CCNC(=O)c3cccs3)c(=O)[nH]c2c1C,-3,-1,1,3,5,-22,-3,-5,0,-0.4
CCC(c1nnnn1CCc1ccccc1)N(Cc1ccco1)Cc1cc2cc(C)cc(C)c2[nH]c1=O (centres undefined),-9,6,-8,-1,-1,5,2,0,-1,-0.3
CCC(C)(C)C1CCC(=NNc2nc3ccccc3[nH]2)CC1 (centres undefined),2,4,-9,2,-2,3,-3,-2,8,0.6
Cc1ccc(C2C(C#N)=C(N)Oc3n[nH]c(-c4cccs4)c32)s1 (centres undefined),-1,-6,5,34*,2,10,0,6,-2,0.2
CCc1cc2c(=O)[nH]c(-c3ccncc3)nc2s1,-15,-4,-308,-10,5,-156,-48,-4,-3,-8.8

# (list continues)
SMILES,ASAP1 GAP inh,Tn7 DDE FP,PLC-gamma1 inh,TDP2 inh,Tn6 DDE FP,ADAM10 inh,ADAM17 inh,LEDGF integ inh,ARFGAP1 inh,proKLK7 act
S=C(Nc1ccccn1)Nc1ccccc1Cl,17,2,-3,11,3,-4,-5,-5,13,0.3
COc1ccc(C(=O)CC(c2ccccc2)C2C(=O)CCCC2=O)cc1 (centres undefined),8,5,-2,2,2,-3,3,1,4,0.8
CC(NC(=O)CN1CCN(S(=O)(=O)c2ccc(Br)cc2)CC1)c1ccccc1 (centres undefined),-1,1,1,-15,5,4,2,5,-5,-0.7
CCOC(=O)c1c(C)[nH]c(C(=O)OCC(=O)NCc2ccc(OC)c(OC)c2)c1C,9,-6,-2,-3,-1,-2,2,4,3,-0.7
C/C=C/C(=O)OCC(=O)NC(=O)NC(C)C,7,2,1,7,5,-7,-5,1,8,-0.8
Cc1ccc(C(=O)C(C)OC(=O)Cn2[nH]c(=O)c3ccccc3c2=O)cc1C (centres undefined),8,-7,0,-8,0,-13,2,0,10,0.2
COc1ccc(OC)c(NC2=NC3(CCCCC3)N=C(N)N2)c1,5,-1,0,-4,-9,6,-3,0,4,-0.2
NC(=O)COC(=O)/C=C/c1ccc(S(=O)(=O)N2CCCCCC2)cc1,-6,0,1,-5,-12,-10,-8,3,7,-0.3
COc1ccccc1C(CNC(=O)c1ccc(S(=O)(=O)N2CCCCC2)cc1)N(C)C (centres undefined),-3,1,7,1,-5,-4,-6,1,-9,-0.1
Cc1ccc(N2C(=O)N(CC(=O)N3CCOCC3)C(=O)C2C)cc1 (centres undefined),10,-7,0,6,6,5,-2,4,5,0.6
CC(C)c1cccc(C(C)C)c1NC(=O)CN1C(=O)NC2(CCCC2)C1=O,-3,-1,1,1,3,-2,2,-3,1,-0.3

# Screening results (PubChem)
